# Screening data (PubChem BioAssay)
# Salmonella PhoP GFP = Inhibition of PhoP regulon, Salmonella typhi GFP reporter cells, confirmation, 4 h (AID 1850). 310,000 compounds, 0.33% hits. inhibition, % at 50 µM; hits with a dose series show IC50 in µM. Salmonella Typhi PhoP-promoter GFP reporter, fluorescence, 4 h; higher % means a stronger effect; in the data active means a potency from the dose series; inconclusive means inhibition mostly from about 25% at the one dose, without a potency; inactive means the rest, 99 in 100 with inhibition below about 19%;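 further: 0% = induced wells with vehicle and 100% = uninduced wells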
# M. tuberculosis = growth inhibition of non-replicating M. tuberculosis (AID 488890); inhibition, % at 25 µM; hits with a dose series show IC50 in µM; Mycobacterium tuberculosis non-replicating, growth inhibition; higher % means a stronger effect; 320,000 compounds, 0.39% hits; in the data active means a potency from the dose series; inconclusive means inhibition mostly from about 82% at the one dose, without a potency; inactive means the rest, 99 in 100 with inhibition below about 76%;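 further: plate controls were DMSO cells for no effect and high antibiotic wells for full effect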
# M. tuberculosis HTS = M. tuberculosis growth inhibition, HTS (AID 449762) | 330,000 compounds, 0.59% hits | M. tuberculosis H37Rv growth inhibition, 7H9 media; higher % means a stronger effect | one-dose inhibition, % at 25 µM; IC50 in µM for titrated hits; in the data active means a potency from the dose series; inconclusive means inhibition above about 70% without an active follow-up result;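 further: bacterial growth assessed after seven days of incubation; strong numbers were not always called active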
# influenza NS1A = NS1A inhibition, H1N1 influenza, cell based functional assay (AID 504329) | inhibition, % at 12.5 µM, or IC50 in µM where a hit was titrated | 340,000 compounds, 0.3% hits | NS1A functional cell-based assay, percent inhibition; higher % means a stronger effect; in the data active means a potency from the dose series; inconclusive means inhibition above about 27% without an active follow-up result; further: strong numbers were not always called active
# VEEV TC-83 Vero = inhibitors of VEEV TC-83 cytopathic effect, confirmation, Vero cells (AID 588727); Vero cells, VEEV TC-83 cytopathic effect inhibition; higher % means a stronger effect; inhibition, % at 20 µM, or IC50 in µM where a hit was titrated; 350,000 compounds, 0.13% hits; in the data active means a potency from the dose series; inconclusive means inhibition mostly from about 14% at the one dose, without a potency; inactive means the rest, 99 in 100 with inhibition below about 12%; further: strong numbers were not always called active
# VEEV TC-83 Vero 10K pilot screen = recorded beside VEEV TC-83 Vero, whose call it bears; inhibition, %; measured here: 10K pilot screen inhibition
# * = called active by the depositor; i = inactive; ? = inconclusive; / = no result given.
SMILES,Salmonella PhoP GFP,M. tuberculosis,M. tuberculosis HTS,influenza NS1A,VEEV TC-83 Vero,others
COC(=O)/C=C/CC(C)OS(N)(=O)=O (configuration not stated),-26%,-15%,0%,-3%,i,
COc1ccc(C(=O)NC(=S)Nc2ccc(N3CCOCC3)c(Cl)c2)cc1[N+](=O)[O-],12%,-3%,?,-2%,?,
O=[N+]([O-])/C(=C\Nc1ccccc1Cl)S(=O)(=O)c1ccccc1,1%,7%,-2%,-2%,0.4%,
CC(C)C(=O)N1CCN(c2ccc(NC(=O)c3ccc([N+](=O)[O-])o3)cc2Cl)CC1,/,/,/,12%,i,
O=C1NCCN1CCNS(=O)(=O)c1ccc2ccccc2c1,6%,7%,7%,-25%,i,
COCCCC1CCN(C(=O)C2CCC(=O)N(C3CCCCCC3)C2)CC1 (configuration not stated),-4%,1%,0%,-6%,0.1%,
O=C(OCC1COc2ccccc2O1)c1c(F)cccc1F (configuration not stated),-3%,68%,14%,-4%,0.8%,
COc1cccc(NC(=O)NCc2cccn2C)c1,2%,-7%,-5%,-8%,5.1%,
CCS(=O)(=O)c1nc(S(=O)(=O)c2ccc(Cl)cc2)c(NCCCN2CCOCC2)s1,5%,3%,-1%,-1%,0.6%,
O=C(NCc1cccs1)C(=O)NCC(c1ccco1)N1CCN(c2ccccc2)CC1 (configuration not stated),-25%,6%,-7%,-6%,2.0%,
Cc1ccsc1C(C(=O)NC1CCCCC1)N(C(=O)c1csnn1)C1CC1 (configuration not stated),-1%,-6%,-14%,-21%,0.3%,
O=[N+]([O-])c1cccc(CNc2ccc3c(c2)CCC3)c1,-8%,22%,-4%,5%,0.3%,VEEV TC-83 Vero 10K pilot screen=0.6
CSc1ncc(C(=O)Nc2ccc(C(C)=O)cc2)c(-c2ccccc2)n1,-6%,-7%,-7%,-1%,0.6%,
CCN(CC)S(=O)(=O)c1ccc(-c2nnc3sc4cccc(C)c4n23)cc1,-5%,-5%,-3%,6%,8.8%,
Nc1[nH]n2c(=O)cc(-c3ccccc3)nc2c1N=Nc1ccc2c(c1)OCO2,2%,70%,23µM*,/,/,
CC(C)C(=NO)c1ccccc1,/,/,/,2%,1.0%,
CCOC(=O)CSc1nnc(COc2cccc(C)c2)o1,4%,?,-4%,/,0.4%,
CCOC(=O)N1N=C(c2ccccc2)CC1(O)C(F)(F)F (configuration not stated),-3%,/,-1%,-2%,0.4%,
CCCN1C(=O)/C(=C/c2cc(C)n(C)c2C)SC1=Nc1ccc(OC)cc1,1%,33%,7%,11%,12%,
O=C(O)CCc1nn2cc(-c3ccccc3)nc2[nH]c1=O,-11%,-17%,-5%,-1%,i,VEEV TC-83 Vero 10K pilot screen=0.8
CC1=C(C(=O)N2CCN(c3cc(C)ccc3C)CC2)C2(CCCCC2)OC1=O,-8%,/,3%,-9%,i,
CCNc1cc(N2CCOCC2)nc(SC)n1,8%,5%,-3%,-8%,0.8%,
COc1ccc(N(CC(=O)Nc2ccccc2C(N)=O)S(=O)(=O)c2ccc(C)c([N+](=O)[O-])c2)cc1,0%,41%,88µM*,1%,10%,
Cc1ccc(S(=O)(=O)n2c3ccc(F)cc3c3nc(C)sc32)cc1,6%,20%,4%,/,/,
Cc1ccc(-c2nnc3n2N=C(c2ccccc2)CS3)cc1,0%,7%,1%,7%,i,
CCn1cc(/C=C/c2cc[n+](C)cc2)c2ccccc21,i,55%,10%,-4%,0.5%,
Cc1cccc(C(=O)N[C@@H]2c3ccccc3C[C@@H]2O)n1,-7%,-5%,-1%,15%,0.0%,
Cn1c(=O)c2c(nc(NCc3ccccc3)n2CCCc2ccccc2)n(C)c1=O,-9%,24%,2%,-26%,6.1%,
CN(C)c1ccc(C=NCCC2(O)CCOC(C)(C)C2)cc1 (configuration not stated),-6%,-9%,-6%,2%,1.0%,
CN(C(=O)CS(=O)(=O)c1cccc(Cl)c1)c1ccccc1,-6%,-10%,-12%,-1%,i,
Cc1cc(N2CCN(C)CC2)nc2ccc(NC(=S)N3CCN(c4cccc(Cl)c4)CC3)cc12,7%,27%,-2%,-4%,i,
COc1ccc2c(c1)c(=O)c(C(=O)c1ccccc1)cn2Cc1ccc(C)cc1,-6%,/,0%,7%,7.0%,
COc1ccc(CCn2c(N)c(S(=O)(=O)c3cccs3)c3nc4ccccc4nc32)cc1OC,9%,26%,-13%,-2%,2.3%,
O=C(Nc1ccc(-c2csc(Nc3cccc(C(F)(F)F)c3)n2)cc1)c1cc([N+](=O)[O-])cc(C(F)(F)F)c1,-4%,3%,?,-4%,7.1%,
COc1cc(OC)cc(C(=O)NCC(=O)N2CCN(Cc3ccccc3)CC2)c1,/,7%,0%,-4%,2.2%,
Cc1cc(Cl)ccc1OCc1nnc2n1CCCCC2,6%,10%,5%,-1%,0.7%,
COc1ccc(Cl)cc1NC(=O)COC(=O)CNC(=O)c1ccc([N+](=O)[O-])c(C)c1,-4%,0%,10%,-7%,0.4%,
Cc1cc(-c2nnc3n2CCCCC3)c(C)n1-c1ccccc1,4%,67%,46µM*,1%,3.3%,
Cc1ccccc1NC(=O)Nc1ccc2c(c1)OCO2,-15%,4%,4%,-7%,i,
CC(C)N(C(=O)C(F)(F)F)C(C(=O)NC1CCCCC1)c1ccncc1 (configuration not stated),0%,-10%,0%,-13%,1.5%,
C=CCOC(=O)COc1cc(C)cc2oc(=O)c3c(c12)CCC3,6%,78%,1%,17%,2.0%,
CCCCN(C(=O)c1ccc(S(=O)(=O)N2CCCC2)cc1)C1CCS(=O)(=O)C1 (configuration not stated),4%,-6%,-2%,5%,2.9%,
CC(OC(=O)c1cc[n+]([O-])cc1)C(=O)Nc1ccc(C(N)=O)cc1 (configuration not stated),/,-6%,-5%,-12%,2.1%,
O=C(CN1C(=O)c2ccccc2C1=O)Nc1ccc(N2CCOCC2)cc1,9%,-18%,-5%,14%,i,
CCN(CC)S(=O)(=O)c1ccc(N2CCCC2)c(NC(=O)C2=COCCO2)c1,4%,-21%,-7%,-3%,0.5%,

# Molecules shown so far containing an NH in an aromatic ring, in the order listed:
SMILES,Salmonella PhoP GFP,M. tuberculosis,M. tuberculosis HTS,influenza NS1A,VEEV TC-83 Vero,others
Nc1[nH]n2c(=O)cc(-c3ccccc3)nc2c1N=Nc1ccc2c(c1)OCO2,2%,70%,23µM*,/,/,
O=C(O)CCc1nn2cc(-c3ccccc3)nc2[nH]c1=O,-11%,-17%,-5%,-1%,i,VEEV TC-83 Vero 10K pilot screen=0.8

# Other entries follow.
SMILES,Salmonella PhoP GFP,M. tuberculosis,M. tuberculosis HTS,influenza NS1A,VEEV TC-83 Vero,others
Cc1sc2ncnc(-n3cnc4ccccc43)c2c1C,-10%,-9%,-9%,-3%,1.4%,
CCCOC(=O)c1ccc(Oc2c(-c3ccc(OC)cc3O)n[nH]c2C)cc1,4%,-12%,3%,13%,4.0%,
CC(NC(=O)C1CCC(CNS(=O)(=O)c2ccc3c(c2)C(C)(C)C(=O)N3C)CC1)c1ccccc1 (configuration not stated),/,67%,-7%,3%,2.9%,
CC1(C)CC(=O)c2c(n(-c3cccc4ccccc34)ccc2=O)C1,4%,-9%,-3%,2%,0.8%,
O=S(=O)(c1ccc(NC(=S)NN=C(C2CC2)C2CC2)cc1)N1CCOCC1,10%,-1%,-1%,24%,1.3%,
COc1cc(OC)cc(C(=O)NNC(=O)c2ccccc2Br)c1,18%,5%,4%,-3%,0.3%,
O=C(NCc1cccnc1)C1CC(c2ccccc2O)=NO1 (configuration not stated),4%,-16%,-1%,-28%,0.6%,
Cc1ccc(S(=O)(=O)NNC(=O)c2ccc(NC(=O)C3CC3)cc2)cc1,-8%,-6%,-1%,-7%,1.6%,
COc1cc2c(cc1OC)CN(C(=O)c1oc3ccccc3c1C)CC2,6%,14%,8%,-1%,6.2%,
CCCCCCOc1ccc(N2C(=O)CC(N(CCc3ccc(S(N)(=O)=O)cc3)C(C)=O)C2=O)cc1 (configuration not stated),9%,1%,-1%,0%,1.9%,
CC1CCc2nn(CC(=O)NCCCN3CCOCC3)cc2C1 (configuration not stated),-9%,-7%,2%,2%,1.4%,
COc1ccccc1C(CNC(=O)c1cccc(S(=O)(=O)NCc2ccccc2)c1)N(C)C (configuration not stated),-5%,19%,2%,-11%,0.3%,
NC(=O)NC(Cc1ccccc1)C(=O)NNC(=O)COc1ccccc1Cl (configuration not stated),/,-18%,-3%,-25%,1.1%,
CCc1ccc(NC(=S)N(CCCN2CCN(C)CC2)Cc2cccs2)cc1,0%,44%,-5%,-2%,0.1%,VEEV TC-83 Vero 10K pilot screen=0.2
COc1ccc(-c2nnc(SCC(=O)NNC(=O)c3ccc(C)cc3)o2)cc1,1%,11%,-3%,-4%,i,
COc1ccccc1N1CCN(C(=O)C(C)N(c2ccc(C)c(C)c2)S(C)(=O)=O)CC1 (configuration not stated),4%,19%,-2%,-11%,0.8%,
Cc1cccc(CN2CCC(C(=O)Nc3cccc(-c4cscn4)c3)CC2)n1,-10%,10%,2%,7%,0.1%,
CC(C)(C)NC(=O)CON=C1c2ccccc2-c2ccccc21,-8%,16%,6%,-12%,5.8%,
Cn1cc(CNC(=O)C2CCCCC2)cn1,0%,-1%,-2%,-15%,i,
Cc1cccc(CN2CCCC(C(=O)c3ccc(C(F)(F)F)cc3)C2)n1 (configuration not stated),-5%,?,?,-19%,0.1%,VEEV TC-83 Vero 10K pilot screen=0.6
Cc1cccc(CCNC(=O)C2CCN(S(=O)(=O)c3c(C)nn(C)c3C)CC2)c1,-7%,/,-13%,-1%,0.6%,
O=C(O)c1cnc(-c2ccccc2)nc1Sc1ccccc1,-9%,44%,4%,5%,0.0%,
Cc1ccccc1CC(=O)NCCN1CCOCC1,-1%,8%,-3%,-3%,0.1%,
CN(C)c1ccc(C=C2SC(=S)NC2=O)cc1,/,/,/,-5%,1.3%,
CCN(c1nc(C)cc(OC)n1)S(=O)(=O)c1ccccc1,-7%,25%,0%,-7%,1.5%,
COC(=O)c1ccc(NC(=O)CCc2nnc3ccc(N4CCC5(CC4)OCCO5)nn23)cc1,1%,-4%,2%,-5%,0.1%,
Cc1ccc(C(=O)N/N=C\c2ccc(OC(=O)c3cccc(F)c3)cc2)cn1,0%,38%,10%,3%,i,
CCOC(=O)CC1C(=O)NC2CCCCC2N1C(=O)Nc1ccc(Cl)cc1 (configuration not stated),5%,-11%,-3%,0%,4.1%,
CCN(C(=O)COC(=O)c1cc([N+](=O)[O-])ccc1N1CCOCC1)C1CCCCC1,6%,13%,-4%,-11%,7.2%,
C#CCOCCOCCOCCNc1nc(N2CCOCC2)nc(N2CCN(C(=O)[C@H](CCCCN)n3cc(CCCC)nn3)CC2)n1,/,/,/,-7%,0.0%,
COc1cccc(CNC[C@H]2O[C@@H](n3cnc(C(N)=O)n3)[C@H](O)[C@@H]2O)c1OCc1ccc(F)cc1Cl,/,/,/,-10%,i,
CCOC(=O)C1CCN(c2c(NCc3ccc(N(C)C)cc3)c(=O)c2=O)CC1,3%,-1%,0%,-2%,i,
CCN(C(=O)Cn1cc(C(C)=O)c2ccccc21)c1ccccc1,-7%,-5%,2%,9%,0.3%,
Cc1nc2c3ccccc3n(CC(=O)c3ccc(F)cc3)c(=O)n2n1,-9%,13%,-2%,-1%,1.2%,
CN(C)S(=O)(=O)N(CC(=O)N1CCN(Cc2ccccc2)CC1)c1ccccc1,-15%,0%,0%,1%,4.9%,
Cc1ccc(S(=O)(=O)c2c(N)n(CCC(C)C)c3nc4ccccc4nc23)cc1,-1%,29%,32%,-2%,i,
O=C(O)C1OC(C(=O)O)C2C1C(F)(F)C2(F)F (configuration not stated),-4%,1%,5%,1%,2.1%,
CCOc1ccc(NC(=O)CN2C(=O)CSC(C)C2=O)cc1 (configuration not stated),1%,-1%,6%,-4%,i,
CCN(CCn1cccn1)C(=O)CCc1nnc(C2CCCCC2)o1,12%,1%,-2%,6%,0.6%,

# In the list so far, these contain a thiophene ring, fused or not:
SMILES,Salmonella PhoP GFP,M. tuberculosis,M. tuberculosis HTS,influenza NS1A,VEEV TC-83 Vero,others
O=C(NCc1cccs1)C(=O)NCC(c1ccco1)N1CCN(c2ccccc2)CC1 (configuration not stated),-25%,6%,-7%,-6%,2.0%,
Cc1ccsc1C(C(=O)NC1CCCCC1)N(C(=O)c1csnn1)C1CC1 (configuration not stated),-1%,-6%,-14%,-21%,0.3%,
COc1ccc(CCn2c(N)c(S(=O)(=O)c3cccs3)c3nc4ccccc4nc32)cc1OC,9%,26%,-13%,-2%,2.3%,
Cc1sc2ncnc(-n3cnc4ccccc43)c2c1C,-10%,-9%,-9%,-3%,1.4%,
CCc1ccc(NC(=S)N(CCCN2CCN(C)CC2)Cc2cccs2)cc1,0%,44%,-5%,-2%,0.1%,VEEV TC-83 Vero 10K pilot screen=0.2
